PMI inhibitors: inhibitors of human PMI, primary screen, biochemical, fluorescence intensity, coupled assay (AID 1209); Mannose-6-phosphate isomerase (Homo sapiens); purified PMI enzyme, coupled fluorescence intensity; higher % means a stronger effect; inhibition, % at 20 µM; hits with a dose series show IC50 in µM; actives 0.42% (n = 190,000);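 also: plate controls were DMSO vehicle for no effect and wells lacking substrate for full effect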
b-catenin transl: modulators of beta-catenin nuclear translocation, primary screen, imaging, HeLa cells, immunofluorescence, high-content; AID 1665, 2009; actives 0.3% (n = 190,000); nuclear translocation activity, % at 5 µM;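 active = nuclear translocation activity above 50% at 5 µM, with a well cell count of 50 or more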;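 also: per-cell ratio of nuclear to cytoplasmic median beta-catenin stain intensity; plate controls were DMSO negative control for no effect and GSK-3 inhibitor IX positive control for full effect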
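assay system = human HeLa cells, endogenous beta-catenin | times = compound treatment 24 h, 37°C, 5% CO2 | detection = Anti-beta-catenin immunofluorescence on PFA-fixed, Triton-permeabilized cells, DAPI nuclei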
human PMI inhibitors: human PMI inhibitors, high substrate, primary screen, biochemical, fluorescence intensity, high mannose 6-phosphate (AID 1220); recombinant PMI enzyme, coupled fluorescence intensity; higher % means a stronger effect; Mannose-6-phosphate isomerase (Homo sapiens); one-dose inhibition, % at 20 µM; IC50 in µM for titrated hits; actives 0.66% (n = 190,000)
Autophagy mod: autophagy modulators in MEF cells, primary screen, imaging, high-content, MEF GFP-LC3 | MEF GFP-LC3 puncta imaging; test concentration mostly 10 µM | calls only at 10 µM (by protocol) | actives 0.98% (n = 190,000);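 active = percentage of spot-positive cells more than 3 SD above its plate mean, without a fluorescence outlier flag or 80% toxicity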;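 also: spot-positive cell cutoff set from DMSO-treated cells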
WT yeast gro inh: growth inhibition of WT strain, primary screen, mitochondrial fusion inhibitor project, WT and mutant strains, chemical genetic. mitochondrial fusion phenotypic screen. inhibition, % at 10 µM. actives 2.1% (n = 190,000); in the data active = inhibition above about 58%; tested in S. cerevisiae
Insulin prom up: insulin promoter activators in MIN6 cells, imaging, high-content screening, mouse beta cells; actives 0.3% (n = 190,000); MIN6 insulin promoter-GFP reporter; hits give high values; AID 1625, 2009; z-score at 5 µM;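 active = z-score above 3 at 5 µM with at least 500 cells counted in the well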
MT stabilizer: microtubule stabilizers in HeLa cells, primary screen, imaging, high-content imaging; % tubulin-high responders, % at 10 µM; actives 0.83% (n = 200,000); HeLa tubulin immunostaining HCS, 24 h; share of cells brighter than vehicle mean+2SD;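 active = plate Z-score above 3 for both tubulin-high and condensed-nucleus cell shares, with cell loss under 80%, at 10 µM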;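 also: anti alpha tubulin signal scored within the nucleus-defined area of each cell; some results filed as inactive read as strong as hits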
Dynein transport: inhibitors of GR-EGFP nuclear translocation, primary screen, dynein cargo transport inhibitor project, imaging, high-content, 3617.4 mouse cells. actives 0.47% (n = 220,000). AID 1381, 2008. z-score, hits read low. test concentration mostly 20 µM; stimulated with dexamethasone, 1 µM; hits give low values;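 active = plate z-score of nuclear minus cytoplasmic receptor signal below a set negative limit, without overly bright fluorescence or cell loss, cut at about -3.5 in these data, passing the limit was not always enough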;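 also: z-score of nuclear minus cytoplasmic ring GR-EGFP intensity difference per well; some compounds called inactive have numbers as strong as hits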
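Buffer or medium: Induction medium lacking tetracycline, stripped serum | Also added: Dexamethasone agonist, 1.0 µM final, for 30 min | Timing: 48 h induction, 1 h compound, 30 min dex at 37 °C | Detection: Formaldehyde fixation, Hoechst nuclear stain, 10x automated fluorescence imaging | Measure: Nuclear versus cytoplasmic GR-EGFP signal, averaged per well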
Yfh1-off respiration: enhancers of respiration in Yfh1-depleted yeast, dose response, Friedreich's ataxia, plus single-dose screen (AID 1465); S. cerevisiae Yfh1-off respiration, WST-1 reduction, 72 h; higher fold induction means a stronger effect; actives 0.074% (n = 220,000); one-dose fold induction at 50 µM; EC50 in µM for titrated hits;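 active = fold induction of absorbance versus untreated yeast above a set limit, then at least 30% activation at any dose in follow-up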;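 also: activators that raise dye reduction in frataxin-depleted yeast; strong numbers were not always called active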
WT yeast gro inh mutant strain: recorded beside WT yeast gro inh, whose call it bears; inhibition, %; mitochondrial fusion phenotypic screen, mutant strain inhibition
Dynein transport cytoplasmic EGFP: second read-out of Dynein transport, no call of its own (marks repeat the call); z-score; measured here: cytoplasmic GR-EGFP intensity; hits give high values
Dynein transport nuclear GR-EGFP: second read-out of Dynein transport, no call of its own (marks repeat the call); z-score; measured here: nuclear GR-EGFP intensity;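 lower value marks the stronger effect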
Dynein transport cell count: recorded beside Dynein transport, whose call it bears; z-score; measured here: cell count per field
Insulin prom up cell count: second read-out of Insulin prom up, no call of its own (marks repeat the call); cell count; measured here: cytotoxicity, nuclei count;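 total cells summed across four imaged fields per well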
b-catenin transl cell count 5 µM: further read-out of b-catenin transl, marked with its call; cell count; measured here: cell count, cytotoxicity flag
MT stabilizer Hoechst-high %: recorded beside MT stabilizer, whose call it bears; % Hoechst-high responders; measured here: nuclear condensation Hoechst responders;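 share of cells brighter than vehicle mean plus two SD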
MT stabilizer cytotoxicity %: recorded beside MT stabilizer, whose call it bears; toxicity, %; measured here: cytotoxicity by cell density;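 0% = mean cell density of plate MIN control wells and 100% = no cells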
Autophagy mod cell loss 18 h: also measured in Autophagy mod; calls as there; toxicity, %; measured here: cell loss, nuclei count;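 cell loss after 18 h compound exposure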
Active calls of the source: *. Rule as the data show it, unless noted: active = inhibition above about 50%; inactive = the rest.

Screening CCOC(=O)CCCCC(=O)c1[nH]c(=O)[nH]c1CSc1nc(C)cc(C)n1 returned PMI inhibitors -2%, b-catenin transl 1.2, human PMI inhibitors -5%, Autophagy mod inactive, WT yeast gro inh 2, Insulin prom up -0.37, MT stabilizer 3.9, Dynein transport 0.95, Yfh1-off respiration inactive, WT yeast gro inh mutant strain 7, Dynein transport cytoplasmic EGFP -0.35, Dynein transport nuclear GR-EGFP 0.65, Dynein transport cell count -0.35, Insulin prom up cell count 1083, b-catenin transl cell count 5 µM 1116, MT stabilizer Hoechst-high % 0.9, MT stabilizer cytotoxicity % 0.3 and Autophagy mod cell loss 18 h 15.
`CCCCCCCn1c(=N)n(CC(O)c2ccco2)c2ccccc21` (stereo unspecified) gave PMI inhibitors 9%, b-catenin transl -0.4, human PMI inhibitors 2%, Autophagy mod inactive, WT yeast gro inh 42, Insulin prom up -3.1, MT stabilizer 1.1, Dynein transport -0.73, Yfh1-off respiration inactive, WT yeast gro inh mutant strain 36, Dynein transport cytoplasmic EGFP 0.42, Dynein transport nuclear GR-EGFP -0.031, Dynein transport cell count -0.96, Insulin prom up cell count 1196, b-catenin transl cell count 5 µM 987, MT stabilizer Hoechst-high % 0.7, MT stabilizer cytotoxicity % 1.2 and Autophagy mod cell loss 18 h -13.
`COc1ccccc1-n1c(-c2cc(-c3ccco3)[nH]n2)n[nH]c1=S` gave b-catenin transl -0.5, Insulin prom up -0.52, Dynein transport -0.29, Yfh1-off respiration inactive, Dynein transport cytoplasmic EGFP -0.28, Dynein transport nuclear GR-EGFP 0.27, Dynein transport cell count 0.41, Insulin prom up cell count 1054 and b-catenin transl cell count 5 µM 1250.
`Cc1cc(=O)n2c3ccccc3n(CC(O)CN3CCN(Cc4ccccc4)CC3)c2c1C#N` (stereo unspecified) gave b-catenin transl 1.2, Insulin prom up -0.55, Dynein transport -0.15, Yfh1-off respiration inactive, Dynein transport cytoplasmic EGFP -0.26, Dynein transport nuclear GR-EGFP -0.18, Dynein transport cell count 0.27, Insulin prom up cell count 998 and b-catenin transl cell count 5 µM 1311.
`Cc1cccc(C)c1NC(=S)N/N=C1\CC2CC=CC12` (stereo unspecified) gave PMI inhibitors 4%, b-catenin transl 0.7, human PMI inhibitors -9%, Autophagy mod inactive, WT yeast gro inh 2, Insulin prom up -0.17, MT stabilizer 4.2, Dynein transport -0.41, Yfh1-off respiration inactive, WT yeast gro inh mutant strain 17, Dynein transport cytoplasmic EGFP -0.3, Dynein transport nuclear GR-EGFP 0.019, Dynein transport cell count 0.37, Insulin prom up cell count 1330, b-catenin transl cell count 5 µM 1046, MT stabilizer Hoechst-high % 1.8, MT stabilizer cytotoxicity % 9.0 and Autophagy mod cell loss 18 h 32.
`Cc1ccc2cc(CN(C)S(C)(=O)=O)c(=O)[nH]c2c1` gave PMI inhibitors -13%, b-catenin transl -0.8, human PMI inhibitors -7%, Autophagy mod inactive, WT yeast gro inh -5, Insulin prom up -0.19, MT stabilizer 4.0, Dynein transport -0.48, Yfh1-off respiration inactive, WT yeast gro inh mutant strain -1, Dynein transport cytoplasmic EGFP -0.25, Dynein transport nuclear GR-EGFP -0.25, Dynein transport cell count 1.1, Insulin prom up cell count 1089, b-catenin transl cell count 5 µM 1105, MT stabilizer Hoechst-high % 1.9, MT stabilizer cytotoxicity % 5.2 and Autophagy mod cell loss 18 h 20.
For O=c1c2cn[nH]c2[nH]c(=S)n1-c1ccccc1Cl the results were PMI inhibitors -6%, b-catenin transl 1.3, human PMI inhibitors -5%, Autophagy mod inactive, WT yeast gro inh 7, Insulin prom up -0.6, MT stabilizer 2.8, Dynein transport -0.37, Yfh1-off respiration inactive, WT yeast gro inh mutant strain 10, Dynein transport cytoplasmic EGFP -0.16, Dynein transport nuclear GR-EGFP 0.026, Dynein transport cell count 0.04, Insulin prom up cell count 1385, b-catenin transl cell count 5 µM 1110, MT stabilizer Hoechst-high % 2.4, MT stabilizer cytotoxicity % 5.1 and Autophagy mod cell loss 18 h -28.
For COCCOc1cc(NC(=O)CS(=O)(=O)CC(=O)N(C)C)c(Cl)cc1Cl the results were PMI inhibitors 10%, b-catenin transl -0.3, human PMI inhibitors 14%, Autophagy mod inactive, WT yeast gro inh -5, Insulin prom up -0.98, MT stabilizer 3.7, Dynein transport -0.88, Yfh1-off respiration inactive, WT yeast gro inh mutant strain -7, Dynein transport cytoplasmic EGFP -0.16, Dynein transport nuclear GR-EGFP -0.33, Dynein transport cell count 0.79, Insulin prom up cell count 1434, b-catenin transl cell count 5 µM 1120, MT stabilizer Hoechst-high % 3.0, MT stabilizer cytotoxicity % 2.3 and Autophagy mod cell loss 18 h 8.
For Cc1cc(Cl)ccc1NNC(N)=S the results were b-catenin transl -0.2, Insulin prom up -1.1, Dynein transport 0.25, Yfh1-off respiration inactive, Dynein transport cytoplasmic EGFP -0.21, Dynein transport nuclear GR-EGFP 0.61, Dynein transport cell count 0.16, Insulin prom up cell count 1107 and b-catenin transl cell count 5 µM 1352.
CCOC(=O)C1(Cc2cccc(OC)c2)CCN(CC=C(C)C)CC1 was read as PMI inhibitors -1%, b-catenin transl -2.4, human PMI inhibitors -2%, Autophagy mod inactive, WT yeast gro inh -1, MT stabilizer 0.8, Dynein transport 0.54, Yfh1-off respiration inactive, WT yeast gro inh mutant strain -2, Dynein transport cytoplasmic EGFP 0.2, Dynein transport nuclear GR-EGFP 0.68, Dynein transport cell count -1.8, b-catenin transl cell count 5 µM 1069, MT stabilizer Hoechst-high % 1.3, MT stabilizer cytotoxicity % 0.3 and Autophagy mod cell loss 18 h 6.
`O=C1C(SC(F)(F)C(F)F)=C(C(F)(F)F)OC2C3C=CC(C3)C12` (stereo unspecified) gave PMI inhibitors -23%, human PMI inhibitors -24%, Autophagy mod inactive, WT yeast gro inh -20, MT stabilizer 5.1, Dynein transport 0.9, Yfh1-off respiration inactive, WT yeast gro inh mutant strain -1, Dynein transport cytoplasmic EGFP -0.17, Dynein transport nuclear GR-EGFP 0.96, Dynein transport cell count -1.3, MT stabilizer Hoechst-high % 3.1, MT stabilizer cytotoxicity % 7.2 and Autophagy mod cell loss 18 h -1.
Screening CCc1nc2cc(Cl)c(Cl)cc2[nH]1 returned PMI inhibitors 14%, human PMI inhibitors 4%, Autophagy mod inactive, WT yeast gro inh -17, MT stabilizer 2.9, Dynein transport -1.3, Yfh1-off respiration inactive, WT yeast gro inh mutant strain 3, Dynein transport cytoplasmic EGFP 0.55, Dynein transport nuclear GR-EGFP -0.17, Dynein transport cell count 0.1, MT stabilizer Hoechst-high % 1.7, MT stabilizer cytotoxicity % 5.7 and Autophagy mod cell loss 18 h -5.
`COc1ccccc1NC(=O)CSc1nnc(C2CCCCC2)n1C` gave PMI inhibitors 12%, b-catenin transl -3.3, human PMI inhibitors 9%, Autophagy mod inactive, WT yeast gro inh 17, Insulin prom up 0.99, MT stabilizer 3.1, Dynein transport -0.022, Yfh1-off respiration inactive, WT yeast gro inh mutant strain 5, Dynein transport cytoplasmic EGFP -0.12, Dynein transport nuclear GR-EGFP 0.52, Dynein transport cell count -2, Insulin prom up cell count 1193, b-catenin transl cell count 5 µM 1045, MT stabilizer Hoechst-high % 1.8, MT stabilizer cytotoxicity % 7.0 and Autophagy mod cell loss 18 h 33.
For CCOP(=O)(c1ccccc1)c1nc(-c2ccccc2C)oc1N1CCCCC1 (stereo unspecified) the results were PMI inhibitors 8%, b-catenin transl -1.8, human PMI inhibitors 6%, Autophagy mod inactive, WT yeast gro inh 1, MT stabilizer 3.5, Dynein transport 0.8, Yfh1-off respiration inactive, WT yeast gro inh mutant strain -7, Dynein transport cytoplasmic EGFP -0.054, Dynein transport nuclear GR-EGFP 0.83, Dynein transport cell count -1.1, b-catenin transl cell count 5 µM 1060, MT stabilizer Hoechst-high % 3.5, MT stabilizer cytotoxicity % 13 and Autophagy mod cell loss 18 h 7.
Screening COc1cc(OC)c(C(=O)CCC(=O)O)cc1OC returned PMI inhibitors 15%, b-catenin transl -2.4, human PMI inhibitors 4%, Autophagy mod inactive, WT yeast gro inh -4, Insulin prom up -0.04, MT stabilizer 2.8, Dynein transport 0.7, Yfh1-off respiration inactive, WT yeast gro inh mutant strain 2, Dynein transport cytoplasmic EGFP -0.24, Dynein transport nuclear GR-EGFP 0.52, Dynein transport cell count -0.8, Insulin prom up cell count 1412, b-catenin transl cell count 5 µM 1101, MT stabilizer Hoechst-high % 2.3, MT stabilizer cytotoxicity % 5.7 and Autophagy mod cell loss 18 h 0.

Ordered by count of non-hydrogen atoms (low to high): part of the list above.
For Cc1cc(Cl)ccc1NNC(N)=S the results were b-catenin transl -0.2, Insulin prom up -1.1, Dynein transport 0.25, Yfh1-off respiration inactive, Dynein transport cytoplasmic EGFP -0.21, Dynein transport nuclear GR-EGFP 0.61, Dynein transport cell count 0.16, Insulin prom up cell count 1107 and b-catenin transl cell count 5 µM 1352.
`COc1ccccc1-n1c(-c2cc(-c3ccco3)[nH]n2)n[nH]c1=S` gave b-catenin transl -0.5, Insulin prom up -0.52, Dynein transport -0.29, Yfh1-off respiration inactive, Dynein transport cytoplasmic EGFP -0.28, Dynein transport nuclear GR-EGFP 0.27, Dynein transport cell count 0.41, Insulin prom up cell count 1054 and b-catenin transl cell count 5 µM 1250.
CCOC(=O)C1(Cc2cccc(OC)c2)CCN(CC=C(C)C)CC1 was read as PMI inhibitors -1%, b-catenin transl -2.4, human PMI inhibitors -2%, Autophagy mod inactive, WT yeast gro inh -1, MT stabilizer 0.8, Dynein transport 0.54, Yfh1-off respiration inactive, WT yeast gro inh mutant strain -2, Dynein transport cytoplasmic EGFP 0.2, Dynein transport nuclear GR-EGFP 0.68, Dynein transport cell count -1.8, b-catenin transl cell count 5 µM 1069, MT stabilizer Hoechst-high % 1.3, MT stabilizer cytotoxicity % 0.3 and Autophagy mod cell loss 18 h 6.
